Screens as filed in PubChem BioAssay.
RMI FANCM FP – disruptors of RMI1/RMI2 association with MM2 peptide – biochemical, fluorescence polarization, human, primary screen; RMI core complex with F-MM2 peptide; hits give low values; FP signal (polarization) at 33 µM; 0.58% of 70,000 active; in the data active = FP signal below about 40; also: inactives centre near 61; strong numbers were not always called active; unit not given here
Active calls of the source: *; & = joins results of further samples. Not all compounds are listed; rates above refer to the full screens.

RMI FANCM FP | SMILES
61 | COCCCn1c(C(=O)NC2CCS(=O)(=O)C2)cc2c(=O)n3cccc(C)c3nc21 (stereo unspecified)
62 | C/C(Cn1c(=O)oc2ccccc21)=N/OC(=O)Nc1cccc(Cl)c1
105 | CCOC(=O)Cc1csc(NC(=O)Cn2cnc(-c3ccc(OC)cc3)cc2=O)n1
70 | O=C(Nc1nnc(Cc2cccs2)o1)C1CCCN1S(=O)(=O)c1ccc(F)cc1 (stereo unspecified)
52 | Cc1oc(-c2ccc(Cl)cc2)cc1C(=O)/C(C#N)=C/c1ccccc1
63 | COc1ccc(CNC(=O)c2ccc3c(=O)nc4c(-c5cccc(F)c5)n[nH]n4c3c2)cc1OC
128 | CCCc1cc(SCC(=O)Nc2ccccc2)n2c(nc3ccccc32)c1C#N
60 | O=C(c1ccncc1)N(c1ccc2oc3c(c2c1)CCCC3)S(=O)(=O)c1cccs1
78 | CC(C)(C)c1ccc(NC(=O)CCSc2nnnn2-c2ccccc2)cc1
62 | O=C1/C(=C\c2ccc(Cl)cc2)N=C(c2ccccc2)N1CCc1csc2ccccc12
66 | O=C(Cc1ccc(F)cc1)NCCn1ncc2c(N3CCCC3)ncnc21
65 | CC(C)c1ccc(/C=C(/C#N)c2nc(-c3ccc(F)cc3)cs2)cc1
54 | O=C1c2ccccc2C(=O)N1CNc1ccc(OC(F)(F)F)cc1
66 | CC(=O)N1CCc2ccc(NS(=O)(=O)c3ccc(F)cc3)cc21
62 | Cc1ccc(-c2nc(-c3ccncc3)n[nH]2)c([N+](=O)[O-])c1
60 | CCC(=O)OC1[C@@H]2CC3=C4CC(=O)O[C@@H](c5ccoc5)[C@]4(C)CCC3[C@@](C)(C2=O)[C@@H](CC(=O)OC)C1(C)C (stereo partly specified)
67 | O=C1Cc2cc(NC(=O)C3CCCO3)ccc2N1 (stereo unspecified)
78 | CCN(CC)c1ccc(NC(=O)Cc2cc(=O)oc3cc(OC)ccc23)c(C)c1
62 | CCS(=O)(=O)N1CCc2ccc(NC(=O)c3c(F)cccc3Cl)cc2C1
56 | COc1cc(C(=O)Nc2ccccc2SCCC#N)cc(OC)c1OC

Two of the compounds above, as tab-separated lines:
structure	RMI FANCM FP
CCN(CC)c1ccc(NC(=O)Cc2cc(=O)oc3cc(OC)ccc23)c(C)c1	78
O=C1c2ccccc2C(=O)N1CNc1ccc(OC(F)(F)F)cc1	54

The listing continues:
RMI FANCM FP | SMILES
51 | COc1ccc(CCNc2ccc(C(F)(F)F)cc2N=Cc2ccc([N+](=O)[O-])s2)cc1OC
69 | CCOc1ncccc1C(=O)N1CCN(c2ccc(-c3ccc(OC)c(OC)c3)nn2)CC1
50 | Cc1nc2ccccn2c1-c1ccn[nH]1
52 | COc1cc(CS(=O)(=O)c2nc3ccccc3n2CC(=O)N2CC(C)OC(C)C2)cc(OC)c1 (stereo unspecified)
61 | COCCn1c(SCC(=O)NCc2ccco2)nc2c(c1=O)SC(C)C2 (stereo unspecified)
133 | COC(=O)c1c(NC(=O)c2nc3ccccc3s2)sc2c1CCN(C(C)C)C2
51 | CCn1c(SCC(=O)Nc2c(C#N)cnn2-c2ccccc2)nnc1-c1cccs1
98 | O=C(CSc1n[nH]c(=O)n1C1Cc2ccccc2C1)c1csc2ccccc12
76 | O=C(c1ccc2ccccc2c1)N1CCN(c2nc3ccccc3s2)CC1
75 | COc1cc(OC)cc(C(=O)NCC2CCN(Cc3cccs3)CC2)c1
56 | Cc1ccc([N+](=O)[O-])c(OCCSc2nnc3sc4ccccc4n23)c1
85 | COc1ccc(NC(=O)C[N+]23CC[N+](CC(=O)Nc4ccc(OC)cc4)(CC2)CC3)cc1
54 | CCOC(=O)c1noc(-c2cccc([N+](=O)[O-])c2)c1C#N
58 | Cc1ccc(C(=O)Nc2ccc3c(c2)OCCO3)cc1C
68 | COc1ccc(CCC(=O)Nc2ccc3c(c2)CN(C(=O)c2cccs2)CC3)cc1
60 | Cc1ccc(-n2ncc3c(=O)[nH]c(-n4nc(C)cc4NC(=O)c4ccc5ccccc5c4)nc32)cc1
74 | N#Cc1ccc(C(=O)NCCCCN2CCOC(c3ccccc3)C2)cc1 (stereo unspecified)
67 | Cc1nn(C2CCS(=O)(=O)C2)c2nc(-c3ccco3)cc(C(=O)N3CCOCC3)c12 (stereo unspecified)
63 | O=C(NCCOc1ccc(F)cc1)C1CCCC1
57 | O=C(CSCc1c(F)cccc1Cl)c1ccc2c(c1)OCCO2
66 | COc1ccc(Cl)cc1NC(=O)CN1CCN(S(=O)(=O)N(C)C)CC1
54 | Nc1nnc(SCC(=O)Nc2ccc(F)c(F)c2F)s1
64 | Cc1nc2c(C)c(C)c(C)c(C)c2[nH]1
52 | O=C(CSc1nc2ccccc2c(=O)n1Cc1ccco1)c1ccccc1
57 | Nc1nc(SCc2cccc([N+](=O)[O-])c2)[nH]c(=O)c1NC(=O)c1ccccc1F
58 | O=C(O)CC1SC(=O)N(Cc2ccccc2)C1=O (stereo unspecified)
78 | CCOC(=O)c1c(-c2ccc(F)cc2)csc1NC(=O)CSc1cc(C)c2ccccc2n1
60 | Cc1ccccc1-n1c(=S)sc2c(=O)[nH]c(SCC(=O)Nc3cc(F)ccc3F)nc21
61 | S=c1[nH]cc(-c2ccccc2)n1Cc1ccccc1
73 | O=C(NCC1(c2cccs2)CCCC1)C12CC3CC(CC(C3)C1)C2
67 | Cc1nn(C2CCS(=O)(=O)C2)c2nc(-c3ccco3)cc(C(=O)NC3CC3)c12 (stereo unspecified)
55 | O=C(Cc1csc(NC(=O)c2ccco2)n1)NCCc1ccc(Cl)cc1
63 | CCn1nc(C(=O)Nc2c3c(nn2C)CCC3)cc1C
77 | COC(=O)C1=C(C)N=C2SCCC(=O)N2C1c1cccs1 (stereo unspecified)
51 | COc1ccc(-c2[nH]c(=S)[nH]c(=O)c2C#N)cc1OC
71 | Cc1c(S(=O)(=O)N2CCCC(C)C2)c(=O)n(C)c(=O)n1C (stereo unspecified)
64 | CSc1ccccc1NC(=O)CCc1csc(NC(=O)NC2CCCCC2)n1
50 | Cc1ccc(-c2ccc(SCC(=O)Nc3ccccc3[N+](=O)[O-])nn2)cc1
61 | CCOc1cccc2sc(N(CCn3nc(C)cc3C)C(=O)c3nc4ccccc4s3)nc12
53 | COC(=O)/C(=C\C(=O)c1ccc(Cl)cc1)Nc1ccccc1
60 | CCS(=O)(=O)Nc1cccc(-c2cc(-c3ccccc3)c3cc(Br)ccc3n2)c1
53 | CCc1cc(=O)[nH]c(SCC(=O)Nc2cc(C(F)(F)F)ccc2Cl)n1
61 | COc1cc(/C=N\NC(=O)CNC(=O)c2ccccc2Cl)ccc1O
54 | O=C(NCC1CC(=O)N(c2ccc(F)cc2)C1)Nc1cccc(Cl)c1 (stereo unspecified)
75 | Cc1sc2nc(SCC(=O)NCCc3ccccc3)n(-c3ccccc3)c(=O)c2c1C
70 | COC(=O)c1ccccc1C(=O)N(Cc1ccccn1)c1nc2c(OC)ccc(C)c2s1
56 | CC(=O)c1cc(-n2nc3ccccc3n2)c(O)c(-n2nc3ccccc3n2)c1O
83 | Cc1nc(Sc2nnc(-c3ccccc3)n2C)c2sc(=S)n(-c3ccccc3)c2n1
74 | O=C(NCCN1CCOC(c2ccccc2)C1)c1ccc(Cl)c(Cl)c1 (stereo unspecified)
56 | CSc1nc2cc(Oc3cccc(Cl)c3Cl)c(Cl)cc2[nH]1
60 | Cc1cccc(CC(=O)Nc2ccc(SCC(=O)N3CCCC3)nn2)c1
65 | CS(=O)(=O)N1CCC(C(=O)N(Cc2ccccn2)c2nc3ccc(F)cc3s2)CC1
68 | Cc1ccc2sc(=NC(=O)c3ccn(C)n3)n(C)c2c1C
62 | COc1ccc(C(CNC(=O)C(=O)NCc2ccc(Cl)cc2)N2CCN(C)CC2)cc1 (stereo unspecified)
66 | COc1ccc(S(=O)(=O)c2c(C)cc(C)n(CC(=O)Nc3ccc(OC)cc3OC)c2=O)cc1
61 | COc1ccc2nc(-c3ccc(OC)c(NS(=O)(=O)c4ccccc4Cl)c3)cn2n1
70 | Cc1cc(-c2nnc(NC(=O)CSc3ccc(Cl)cc3)o2)nn1C
68 | COc1ccc(Cl)cc1C(=O)N1CCN(c2ccc(-c3cccnc3)nn2)CC1
66 | CCOC(=O)c1ccsc1NC(=O)C1CCCN(S(C)(=O)=O)C1 (stereo unspecified)
65 | CCOc1ccc(-c2cn3c(CC(=O)NCCc4ccccc4OC)csc3n2)cc1

Following part
RMI FANCM FP | SMILES
61 | CCOc1ccc(C2C(C(=O)c3ccco3)=C(O)C(=O)N2CCN(C)C)cc1OCC (stereo unspecified)
53 | CC(C)(C)OC(=O)NNC(=O)c1ccccc1C(=O)O
59 | CC(C)c1ccc(NC(=O)CSc2nc3c(c(=O)[nH]2)CN(Cc2ccccc2)CC3)cc1
63 | CCc1nnc(C2CCN(C(=O)NC3CCCCC3)CC2)s1
57 | CCOc1ccc(N(C)S(=O)(=O)c2ccsc2-c2nc(-c3ccc(SC)cc3)no2)cc1
73 | Cc1nc(CSc2ncnc3sc(C)c(C)c23)cs1
56 | COC(CNc1ncnc2c1cnn2C)OC
-1* | CSc1ncc(C#N)c2nc(-c3ccc(N(C)C)cc3)nn12
56 | COc1ccc(NC(=O)CN2C(=O)CSCC2=O)cc1
70 | Cn1c(=O)c2c(SCC(=O)N3CCOCC3)nc(-c3ccc(Br)cc3)nc2n(C)c1=O
76 | O=C(CSc1nnc2ccc3ccccc3n12)c1ccc(Oc2ccccc2)cc1
64 | COc1cc(C(=O)Nc2ccc(C(=O)OCC(C)C)cc2)cc(OC)c1OC
64 | CC(C)CN(CC(C)C)C(=O)c1cc([N+](=O)[O-])ccc1Cl
45 | Cc1ccc(-c2cc(=O)n(CC(=O)Nc3nc(C)cs3)cn2)cc1
66 | O=S(=O)(Nc1ccc(N2CCN(c3ccc(C(F)(F)F)cn3)CC2)nc1)c1cccc(Cl)c1
53 | Cn1nnc2c(N3CCN(c4cccc(C(F)(F)F)c4)CC3)ncnc21
47 | CC(C)(C)C(=O)Cn1nnc(-c2ccncc2)n1
64 | Cc1c(Cl)cccc1NC(=O)c1ccc(=O)n(Cc2ccc(F)cc2)n1
48 | COCCn1c(=NC(=O)c2sc3ccccc3c2Cl)sc2cc(S(N)(=O)=O)ccc21
59 | O=C(c1ccc(Cl)cc1)N1CCOc2ccccc21
59 | CCOC(=O)c1ccc(NC(=O)CCCSc2nc3sc4c(c3c(=O)[nH]2)CCC4)cc1
52 | O=C(O)c1ccccc1C(=O)NCc1ccccc1OC(F)(F)F
57 | O=C(COc1ccccc1[N+](=O)[O-])Nc1nc2c(s1)CCc1ccccc1-2
32* | O=C(O)c1ccccc1C(=O)N1CCN(C2c3ccccc3-c3ccccc32)CC1
43 | COc1ccc(C)c2sc(N(Cc3cccnc3)C(=O)c3cccc([N+](=O)[O-])c3)nc12
53 | COC(=O)c1ccc(S(=O)(=O)NNC(=O)c2ccc(Cl)cc2)n1C
54&55&55 | Brc1ccc(-n2nnnc2/C=C/NCc2ccccc2)cc1
56 | CCSc1ccc(CC(=O)Nc2sc3c(c2C#N)CCCCC3)cc1
54 | O=C1c2ccccc2C(=O)N1CCC12CC3CC(CC(C3)C1)C2
60 | COC(=O)CNC(=O)Cn1cnc2c(oc3ccccc32)c1=O
53 | O=C(Cc1c(O)c2ccccc2oc1=O)c1cc2ccccc2o1
56 | O=C1CC(Nc2ccc(Cl)cc2)C(=O)N1c1ccc(Cl)cc1 (stereo unspecified)
61 | COc1ccc(-c2c(C)nn3c(N4CCCC4)cc(C)nc23)cc1OC
55 | Cc1onc(-c2ccccc2)c1C(=O)n1cccc1
62 | CCOC(=O)c1oc2ccccc2c1NC(=O)CCS(=O)(=O)c1ccccc1
69 | Fc1cc(F)c2nc(NCCCN3CCOCC3)sc2c1
49 | CCOC(=O)c1c(-c2ccccc2)oc2ccc(NS(=O)(=O)c3cc([N+](=O)[O-])ccc3C)cc12
66 | COc1ccc(C(=O)N2CCN(c3oc(-c4ccc(F)cc4)nc3C#N)CC2)cc1OC
59 | CCN(CC)C(=O)n1c(Cc2ccccc2)nc2ccccc21
63 | CCc1ccc(NC(=O)C(=O)NCC(c2ccc3c(c2)CCCN3C)N(C)C)cc1 (stereo unspecified)
56 | COc1cccc2cc(-c3csc(NC(=O)COc4ccc(Cl)cc4)n3)oc12
92 | CN(C)CCCN(C(=O)Cc1cccs1)c1nc2ccc(F)cc2s1
65 | C=CCNC(=O)C(=O)Nc1ccccc1
92 | Cc1nc(-c2ccc(N=Cc3cc(Br)ccc3O)cc2)cs1
56 | Fc1cccc(NC(=S)NNc2ccccc2)c1
50 | O=S(=O)(NCc1ccccn1)c1c(Cl)cccc1Cl

Arranged by SMILES length (highest first): some entries from above.
RMI FANCM FP | SMILES
49 | CCOC(=O)c1c(-c2ccccc2)oc2ccc(NS(=O)(=O)c3cc([N+](=O)[O-])ccc3C)cc12
66 | COc1ccc(C(=O)N2CCN(c3oc(-c4ccc(F)cc4)nc3C#N)CC2)cc1OC
63 | CCc1ccc(NC(=O)C(=O)NCC(c2ccc3c(c2)CCCN3C)N(C)C)cc1 (stereo unspecified)
56 | COc1cccc2cc(-c3csc(NC(=O)COc4ccc(Cl)cc4)n3)oc12
62 | CCOC(=O)c1oc2ccccc2c1NC(=O)CCS(=O)(=O)c1ccccc1
61 | COc1ccc(-c2c(C)nn3c(N4CCCC4)cc(C)nc23)cc1OC
54 | O=C1c2ccccc2C(=O)N1CCC12CC3CC(CC(C3)C1)C2
92 | CN(C)CCCN(C(=O)Cc1cccs1)c1nc2ccc(F)cc2s1
60 | COC(=O)CNC(=O)Cn1cnc2c(oc3ccccc32)c1=O
92 | Cc1nc(-c2ccc(N=Cc3cc(Br)ccc3O)cc2)cs1
59 | CCN(CC)C(=O)n1c(Cc2ccccc2)nc2ccccc21
50 | O=S(=O)(NCc1ccccn1)c1c(Cl)cccc1Cl
55 | Cc1onc(-c2ccccc2)c1C(=O)n1cccc1
56 | Fc1cccc(NC(=S)NNc2ccccc2)c1
65 | C=CCNC(=O)C(=O)Nc1ccccc1
